NadD inh – blocks S. aureus nicotinate mononucleotide adenylyltransferase; 360,000 tested, 0.78% active; purified NadD enzyme, colorimetric absorbance read-out; inhibition, % at 20 µM; in the data active = inhibition above about 26%; also: some compounds past the cut are filed as inactive
Tb MetRS inh – Trypanosoma brucei MetRS inhibition; inhibition, % at 11.9 µM; purified T. brucei MetRS, ATP depletion, Kinase-Glo luminescence; 360,000 tested, 0.4% active; AID 624268;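 active = inhibition above a per-plate cutoff of the control wells' mean inhibition plus 3 SD, cut at about 5.5% in these data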;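 also: 0% = DMSO wells median and 100% = median of wells with control inhibitor compound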
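System: purified T. brucei MetRS enzyme / Detection: Kinase-Glo luciferase luminescence reporting remaining unconsumed ATP / Medium: HEPES buffer with MgCl2, KCl, DTT, spermine, BSA, pyrophosphatase / Replication: singlicate, one well per compound / Evaluation: percent inhibition relative to median high and low control wells / Schedule: 2 h aminoacylation at 25 °C after 15 min preincubation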
LMPTP inh – LMPTP (human) inhibition | AID 651560 | inhibition, % at 20 µM | P24666 | recombinant LMPTP-A, OMFP fluorogenic substrate, fluorescence intensity | 360,000 tested, 0.22% active;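 active = compounds that cut the enzyme signal by at least half of the control window in the single-dose screen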;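 also: plate controls were DMSO wells with enzyme plus substrate for no effect and substrate without enzyme for full effect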
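Test system – LMPTP-A phosphatase enzyme · Quantity – 0.625 nM LMPTP-A final · Reagent – OMFP substrate, 400 µM final · Dosing – one test concentration per compound, 20 µM, with 3% DMSO overall · Timing – 50 min enzyme reaction at room temperature, protected from light · Detection – fluorescence intensity · Controls – substrate-only low control, DMSO enzyme-plus-substrate high control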
STEP block – STEP (human) phosphatase inhibition; P54829; inhibition, % at 20 µM; recombinant STEP, OMFP fluorogenic substrate, fluorescence; 360,000 tested, 0.25% active;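 active = inhibition at 20 µM, scaled per plate between control wells, above about 37%, limit read from the data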;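 also: 0% = DMSO with enzyme and substrate and 100% = substrate only without enzyme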
Target sequence (P54829 whole entry, looked up): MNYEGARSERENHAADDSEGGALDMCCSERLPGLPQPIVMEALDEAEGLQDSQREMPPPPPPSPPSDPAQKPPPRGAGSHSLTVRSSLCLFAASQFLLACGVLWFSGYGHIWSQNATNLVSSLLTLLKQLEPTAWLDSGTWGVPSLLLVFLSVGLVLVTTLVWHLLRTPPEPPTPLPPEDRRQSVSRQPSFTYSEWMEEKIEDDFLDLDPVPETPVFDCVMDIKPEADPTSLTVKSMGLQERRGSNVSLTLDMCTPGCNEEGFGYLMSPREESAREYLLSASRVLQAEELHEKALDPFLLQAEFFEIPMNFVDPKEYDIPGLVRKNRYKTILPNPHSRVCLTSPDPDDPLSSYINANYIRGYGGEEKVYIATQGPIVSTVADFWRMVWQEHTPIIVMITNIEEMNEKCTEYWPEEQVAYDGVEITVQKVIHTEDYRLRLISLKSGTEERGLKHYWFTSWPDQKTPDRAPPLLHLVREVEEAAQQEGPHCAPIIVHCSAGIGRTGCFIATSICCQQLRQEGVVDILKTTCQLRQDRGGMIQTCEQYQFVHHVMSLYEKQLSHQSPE
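System: STEP phosphatase, cell-free reaction; Buffer or medium: Bis-Tris pH 6.0 buffer with DTT, detergent; Incubation: 20 min at room temperature, dark; Measured by: fluorescence, 480/540 nm.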
SUMO1-SIM PPI – modulators of human SUMO1-mediated protein-protein interactions | SUMO1 binding to a labelled peptide, TR-FRET, 1 h | inhibition, % at 20 µM | 360,000 tested, 0.33% active; in the data active = inhibition above about 37%
MsrA inh – inhibitors of bovine MsrA. purified bovine MsrA, absorbance read-out. inhibition, % at 15.5 µM. 360,000 tested, 0.75% active. AID 651718; in the data active = inhibition above about 4.5%;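 also: 0% = vehicle wells with enzyme and 100% = reference inhibitor wells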
Rpn11 inh – inhibitors of human proteasome Rpn11; human 26S proteasome, Ub4-pepOG fluorescence polarization; 20S core pre-blocked with epoxomicin; calls only at 20 µM; O00487; AID 588493; 360,000 tested, 0.59% active;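 active = inhibition at 20 µM, scaled to each plate's controls, above about 33%, limit read from the data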
Scp1 inh – blocks human Scp-1 phosphatase activity | 340,000 tested, 0.88% active | Recombinant Scp1, phosphopeptide, malachite green phosphate absorbance | Q9GZU7 | inhibition, % at 20 µM;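 active = inhibition above about 50% at 20 µM, limit read from the data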;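 also: plate controls were DMSO wells with enzyme for no effect and wells lacking enzyme for full effect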
Target sequence (Q9GZU7 76-261 limits assumed): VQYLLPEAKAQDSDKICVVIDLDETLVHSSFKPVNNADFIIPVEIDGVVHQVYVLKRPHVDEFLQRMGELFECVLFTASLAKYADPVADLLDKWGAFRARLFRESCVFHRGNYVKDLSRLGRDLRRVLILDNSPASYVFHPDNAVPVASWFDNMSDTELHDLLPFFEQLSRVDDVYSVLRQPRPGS
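Test system: SCP-1 phosphatase catalytic domain, residues 76-261; measured by: colorimetric phosphate reagent with accelerator and stabiliser, absorbance at 630 nm; timing: enzyme reaction 45 min at room temperature, colour 5 min, stabilisation 30 min; also added: Phosphorylated 17-residue peptide substrate; compound dosing: one concentration, 20 µM, with 1.0% DMSO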
CSN inh – CSN deneddylation inhibition. Q92905. Purified CSN, SCF-Nedd8-OG deneddylation, fluorescence polarization. inhibition, % at 12.5 µM. 360,000 tested, 0.38% active. AID 651999;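 active = pattern-corrected inhibition above about 35%, with an unprinted fluorescence ratio check between 0.5 and 1.5, limit read from the data, passing the limit was not always enough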;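 also: 0% = enzyme with substrate and 100% = substrate without enzyme; some results filed as inactive read as strong as hits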
Target sequence (Q92905 whole entry, looked up, one chain of several): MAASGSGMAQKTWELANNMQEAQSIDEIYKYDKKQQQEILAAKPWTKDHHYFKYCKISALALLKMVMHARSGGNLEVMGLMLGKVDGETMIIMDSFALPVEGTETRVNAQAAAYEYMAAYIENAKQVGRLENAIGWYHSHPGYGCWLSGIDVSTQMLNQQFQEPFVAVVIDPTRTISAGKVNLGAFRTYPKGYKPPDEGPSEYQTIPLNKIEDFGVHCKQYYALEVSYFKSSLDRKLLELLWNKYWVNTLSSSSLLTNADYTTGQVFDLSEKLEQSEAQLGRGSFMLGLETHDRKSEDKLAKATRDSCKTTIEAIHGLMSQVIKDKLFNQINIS
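Test system: Human Csn5 produced in HEK293T cells | Compound: 12.5 µM single point | Times: 90 min, room temperature | Signal: Fluorescence polarization readout | Read-out basis: % inhibition of substrate cleavage by Csn5 | Controls: no-enzyme wells high, enzyme-with-substrate wells low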
DNMT1 inh – blocks human DNA methyltransferase DNMT1; P26358; DNMT1 molecular beacon, Hinp1I cleavage, fluorescence; inhibition (reported as % activation of signal), % at 10 µM; 360,000 tested, 0.83% active; in the data active = inhibition above about 50%
An asterisk follows results filed as active; i = inactive; . = no result given.

SMILES	NadD inh	Tb MetRS inh	LMPTP inh	STEP block	SUMO1-SIM PPI	MsrA inh	Rpn11 inh	Scp1 inh	CSN inh	DNMT1 inh
Cc1ccc(CNS(=O)(=O)c2c(C(=O)N3CCCCC3)c(C)n(C)c2C)o1	-2	0.0	-0.6	-2	0	-1.0	i	-4	2	4
O=C(CSc1nnc2ccccn12)N1CCOCC1	2	-0.4	0.1	0	2	.	i	-7	1	-2
CC1Cc2[nH][nH]c(=O)c2C(C2CC2)O1 (centres undefined)	-3	0.2	-1.4	.	2	-0.1	.	.	-3	.
Cc1ccc(N(Cc2cc3ccc(C)cc3[nH]c2=O)C(=O)c2ccco2)c(C)c1	-1	-0.1	2.2	0	-12	1.1	i	1	2	-1
COCCN(C(=O)C1CCC1)c1c(N)n(CC(C)C)c(=O)[nH]c1=O	-2	-0.2	-1.4	-2	-3	0.2	i	-2	-4	3
C#CCSc1nsc(SCC#C)c1C#N	6	-0.5	26	14	11	-0.1	i	80*	19	77*
CCn1ncc([N+](=O)[O-])c1C(=O)Nc1cc(C)on1	-1	-0.6	-2.0	-5	2	-1.3	i	-4	-8	0
CC(C)(C)NC(=O)c1cc(NC(=O)c2ccco2)cc(NC(=O)c2ccco2)c1	1	-0.3	-0.5	0	1	-0.3	i	-10	5	9
COc1ccc(Cc2nnc(NC(=O)c3ccccc3F)s2)cc1OC	-5	-2.3	-2.0	-1	2	0.2	i	-1	1	-7
CCOC(=O)c1ccc(S(=O)(=O)N2CCN(C3CC(=O)N(c4ccc(OC)cc4)C3=O)CC2)cc1 (centres undefined)	12	-0.1	-0.1	0	4	-0.6	i	-10	-2	-8
N#C/C(=C(/O)COC(=O)c1ccc2c(c1)OCCO2)c1nc2ccccc2[nH]1	29	-0.5	1.8	-2	8	2.0	i	-10	6	-12
Fc1ccc(-n2cc(CNCCc3cccnc3)c(-c3ccccc3Cl)n2)cc1	-8	-0.9	-3.1	-1	-4	-0.9	i	-3	-1	0

3 structures already listed, sorted by count of non-hydrogen atoms, low to high.
SMILES	NadD inh	Tb MetRS inh	LMPTP inh	STEP block	SUMO1-SIM PPI	MsrA inh	Rpn11 inh	Scp1 inh	CSN inh	DNMT1 inh
COCCN(C(=O)C1CCC1)c1c(N)n(CC(C)C)c(=O)[nH]c1=O	-2	-0.2	-1.4	-2	-3	0.2	i	-2	-4	3
N#C/C(=C(/O)COC(=O)c1ccc2c(c1)OCCO2)c1nc2ccccc2[nH]1	29	-0.5	1.8	-2	8	2.0	i	-10	6	-12
Fc1ccc(-n2cc(CNCCc3cccnc3)c(-c3ccccc3Cl)n2)cc1	-8	-0.9	-3.1	-1	-4	-0.9	i	-3	-1	0

(next part)
SMILES	NadD inh	Tb MetRS inh	LMPTP inh	STEP block	SUMO1-SIM PPI	MsrA inh	Rpn11 inh	Scp1 inh	CSN inh	DNMT1 inh
COc1cccc(C(=O)NCCN2CCN(c3ccccc3)CC2)c1	-6	0.7	-1.6	-1	0	-1.1	i	-6	-1	0
O=C(CCn1nnc2ccccc21)OCC(=O)c1ccc(F)cc1	1	-0.8	-1.5	0	1	0.8	i	-7	1	0
COc1ccc(/C=C/c2c(-c3ccc(OC)cc3)sc3cc(OC)c(OC)cc23)cc1	10	0.5	3.8	0	6	2.8	i	-11	-1	-4
CCOC(=O)CC(NS(=O)(=O)c1ccc2[nH]cc(C(=O)O)c(=O)c2c1)c1ccc(OCC)c(OC)c1 (centres undefined)	1	-0.4	1.5	74*	9	1.2	i	48	9	73*
NC(=O)CN1C(=O)C(=O)N(Cc2ccc(Cl)cc2)C1=O	-2	-0.4	-1.9	2	-1	-0.2	i	-4	4	2
CCCCCC(=O)Nc1nc(C)c(-c2csc(Nc3cc(Cl)ccc3C)n2)s1	22	-0.2	0.7	0	81*	-0.2	i	6	9	-18
C/C(=N\NC(=O)c1ccc(-c2ccccc2)cc1)c1ccco1	3	-0.5	4.4	1	-5	-0.4	i	7	4	-2
O=c1[nH][nH]c(-c2ccccc2)c1C=Nc1cccc(Cl)c1	5	-0.4	-0.8	-3	-8	2.3	i	-1	-7	-8
CCCNC(=O)N1CCC(c2ccc3c(c2)OCO3)CC1	-5	-0.2	-0.9	-3	3	0.1	i	-8	-1	-6
CC(C)NC(=O)C12CC3CC(C1)CC(C(=O)NC(C)C)(C3)C2	2	-0.6	-0.4	-2	0	0.3	i	-4	7	0
COc1ccc(-n2c(-c3ccc(Cl)cc3Cl)n[nH]c2=S)c(OC)c1	0	-0.2	1.9	-1	9	-0.1	i	-12	0	2
Cc1cc2nccc(-c3ccco3)n2n1	-2	-0.5	-1.2	5	-10	1.0	i	-4	0	-4

Filtered by structure: the entries above with a cyano group
SMILES	NadD inh	Tb MetRS inh	LMPTP inh	STEP block	SUMO1-SIM PPI	MsrA inh	Rpn11 inh	Scp1 inh	CSN inh	DNMT1 inh
C#CCSc1nsc(SCC#C)c1C#N	6	-0.5	26	14	11	-0.1	i	80*	19	77*
N#C/C(=C(/O)COC(=O)c1ccc2c(c1)OCCO2)c1nc2ccccc2[nH]1	29	-0.5	1.8	-2	8	2.0	i	-10	6	-12

Returning to the listing, repeating the 2 entries before the break.
SMILES	NadD inh	Tb MetRS inh	LMPTP inh	STEP block	SUMO1-SIM PPI	MsrA inh	Rpn11 inh	Scp1 inh	CSN inh	DNMT1 inh
COc1ccc(-n2c(-c3ccc(Cl)cc3Cl)n[nH]c2=S)c(OC)c1	0	-0.2	1.9	-1	9	-0.1	i	-12	0	2
Cc1cc2nccc(-c3ccco3)n2n1	-2	-0.5	-1.2	5	-10	1.0	i	-4	0	-4
CCOCc1cc(=O)[nH]c(SC)n1	-5	-0.4	-0.5	0	1	0.3	i	2	-4	0
COc1ccc(OC)c(NC(=O)C2COc3ccccc3O2)c1 (centres undefined)	2	-1.5	0.0	-4	1	0.4	i	-10	-8	1
Cc1cc(C(=O)CCl)c(C)n1CCc1ccc(Cl)cc1	-8	-0.5	0.6	2	3	0.1	i	1	8	26
Cc1c(NC(=O)C(C)OC(=O)c2cc3c4ccccc4n(C)c3s2)c(=O)n(-c2ccccc2)n1C (centres undefined)	11	0.3	-0.6	-4	3	3.2	i	10	3	-5
CCC(C)[C@H](N)c1cn([C@@H](Cc2cc3ccccc3[nH]2)C(=O)N2CCNCC2)nn1 (some centres undefined)	-4	0.1	-4.5	-5	-134	0.9	i	-3	2	-4
Cc1ccc(-c2nnc(Cc3ccc([N+](=O)[O-])cc3)o2)cc1	-7	-0.9	-1.4	-1	-24	0.3	i	-8	1	-1
Cc1cc(C)c(S(=O)(=O)N(C)CC(=O)NC2CCCC2)c(C)c1	-4	-1.3	-0.1	-3	3	-2.0	i	-3	-1	2
CCOC(=O)c1cccc(NC(=O)CSc2nnc(COc3ccccc3C)o2)c1	-4	-0.4	0.2	0	-3	0.5	i	-2	3	7
O=C(Nc1ccccc1)c1nc[nH]c1C(=O)NCCCCCCNC(=O)c1[nH]cnc1C(=O)Nc1ccccc1	32*	0.0	0.3	-4	-3	0.3	i	-2	-6	-3
CCCCN1C(=O)C(CC(=O)NCCc2ccccn2)CC(C(=O)N2CCCCCC2)=C1C (centres undefined)	2	-0.9	-1.6	.	-3	-1.3	.	.	-4	.
Cn1c(=O)oc2cc(S(=O)(=O)N3CCN(c4ccccn4)CC3)ccc21	-4	-0.9	-1.6	-4	-10	-0.1	i	-3	-1	6
COc1ccc(CN(C)CC(=O)Nc2ccc(Cl)cc2C(F)(F)F)c(OC)c1	-1	-0.3	-0.5	0	-2	0.3	i	-7	-3	4
COCCCn1c(C(=O)NC2CCCCC2)cc2c(=O)n3cccc(C)c3nc21	2	-0.3	1.3	1	-19	-0.6	i	.	-4	-5
CC(=O)Nc1ccc(S(=O)(=O)Oc2cccc(N3C(=O)C4CC=CCC4C3=O)c2)cc1 (centres undefined)	3	-0.9	-2.1	-1	1	0.0	i	-13	8	-7
COc1cc(NS(=O)(=O)c2csc(C(N)=O)c2)cc(OC)c1	-5	-0.9	-0.3	-1	1	1.3	i	-2	-4	-1
Cc1nc2nc3c(c(=O)n2[nH]1)CCCC3	-6	-0.5	0.6	-6	1	-0.3	i	0	-8	-1
CC12CCC(=O)N1C(C(=O)Nc1cccc(F)c1)CS2 (centres undefined)	-2	-1.0	-0.3	-1	-16	1.5	i	18	2	3
CCOC(=O)C(C#N)(Cc1ccc2ccccc2n1)Cc1ccc2ccccc2n1	0	0.3	0.9	0	3	-2.0	i	-5	1	-2
COC(=O)[C@H](Cc1ccccc1)N(Cc1ccccc1)S(=O)(=O)N(Cc1ccccc1)[C@@H](Cc1ccccc1)C(=O)OC	-3	-0.1	2.3	0	-4	1.3	i	-11	0	5
O=c1[nH]c(CN2CCN(c3ccc(F)cc3)CC2)nc2ccccc12	-2	0.0	-2.4	5	-3	-0.9	i	6	3	2
CC1CCC2(CC1)NC(CO)(CO)CO2 (centres undefined)	-4	-1.2	-0.2	-2	2	1.1	i	-3	4	0
CC(C)C1CC(c2csc(N)n2)CCO1 (centres undefined)	1	-0.6	2.3	0	0	1.2	i	-4	-1	-1
FC(F)(F)c1cccc(-c2cc(C3CCNCC3)[nH]n2)c1	-10	-0.9	-4.2	-1	2	0.7	i	-9	2	1
O=C(Nc1ccccc1Cl)C1CCN(S(=O)(=O)c2cccc3nonc23)CC1	-5	-1.2	1.1	-5	-29	0.5	i	-2	2	0
C=C(C)C1Cc2c(C)nn(-c3cccc4ccccc34)c2C1 (centres undefined)	1	-0.1	2.9	4	-3	-0.9	i	9	-4	-2
O=C(Nc1cc(NC(=O)c2ccccc2F)ccc1Cl)c1ccccc1	-2	-0.3	0.7	0	5	-0.2	i	1	2	-2
COc1ccc(N(CC(=O)N2CCCCC2)S(=O)(=O)c2c(C)nn(C)c2C)cc1	2	0.3	-1.4	-2	-3	0.9	i	-7	5	0
Nc1nc(-c2ccccc2)nc2nonc12	0	-0.2	-2.0	0	-37	2.3	i	.	2	6
N#Cc1ccc(COC(=O)c2cnc3ccccc3n2)cc1	-2	-0.6	0.0	-2	-34	2.3	i	1	-1	1
Cc1ccc2oc(C(=O)Nc3ccc(S(=O)(=O)Nc4onc(C)c4C)cc3)cc(=O)c2c1	-8	-0.3	-0.5	1	-11	0.8	i	-5	5	3
O=C1C=C(c2cccc(Cl)c2)C[C@@H](c2ccc(Cl)cc2)C1	-6	-0.3	2.4	1	-4	0.3	i	-14	0	2
Cn1c(SCC(=O)NCCc2ccccc2)nnc1-c1ccco1	3	0.3	-1.2	-3	1	0.1	i	-5	1	3
COc1cc(Cn2c(C(=O)O)cc3sccc32)cc(OC)c1OC	-7	0.0	-0.7	-2	2	-0.5	i	-3	4	0
O=C(NCc1ccccc1F)c1ccc(S(=O)(=O)NCc2ccco2)cc1	-2	0.1	-0.3	1	0	-0.5	i	-13	-5	4
